# Xi reactivation: activators of inactive X chromosome reactivation, primary screen, imaging, XiGFP fibroblasts, GFP high-content imaging, set 2; XiGFP mouse fibroblasts, % GFP-positive cells imaging, 3 d; cells co-treated with 5-aza-dC sensitizer; scaled so ellipticine positive control = 100%; activation, % at 7.58 µM; 0.055% of 360,000 active; AID 743238, 2013;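 active means mean normalized replicate activation at least 10% and every replicate at or above 10%; inconclusive means only one of the two criteria met; inactive means mean below 10% and not all replicates reach 10%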;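 further: 0% = median of on-plate neutral control wells and 100% = ellipticine 6 µM median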
#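 System: XiGFP fibroblasts, SV40-immortalized. Medium: DMEM plus 5-aza-dC sensitizer. Doses: single point. Timing: 3 d treatment, 15 min room-temperature fixation. Control set: ellipticine 6 µM.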
# S100A4 MyoIIA: inhibitors of S100A4-myosin IIA peptide binding, primary screen, biochemical, fluorescence polarization, TAMRA-MyoIIA peptide. Protein S100-A4 (Homo sapiens), P26447. inhibition, % at 10.7 µM. 0.14% of 360,000 active. AID 652163, 2013;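 active means mean inhibition of at least 70% across replicates, with every replicate also reaching that level; inconclusive means mean inhibition reaches 70% but some replicates fall short; inactive means mean inhibition below 70%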
#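 Material: S100A4 monomer protein | Medium: HEPES pH 7.2 with CaCl2, KCl, NaCl, DTT, Triton | Reagent: Labelled myosin peptide probe, 5 nM | Doses: One dose per compound | Times: 5 min incubation before reading | Benchmarks: Neutral control DMSO, positive control TFP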
# E-selectin induc: E-selectin induction in HUVECs, primary screen, imaging, HUVEC, immunofluorescence imaging, single point; normalized: neutral wells 0, TNF-alpha wells 100; 0.37% of 260,000 active; activation, % at 7.58 µM;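 active means mean E-selectin-positive cell signal at least 10% of the positive control, reached in at least 60% of replicates, without over 20% cell loss; inconclusive means no rule given, readout overlaps actives, possibly toxicity-flagged; inactive means the rest, including those meeting only one limit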;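 further: in these data hits start at about 27%; measured in HUVEC primary endothelial cells; signal is the percent of cells scored E-selectin positive by PE staining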
# Target sequence (P16581 whole entry, looked up): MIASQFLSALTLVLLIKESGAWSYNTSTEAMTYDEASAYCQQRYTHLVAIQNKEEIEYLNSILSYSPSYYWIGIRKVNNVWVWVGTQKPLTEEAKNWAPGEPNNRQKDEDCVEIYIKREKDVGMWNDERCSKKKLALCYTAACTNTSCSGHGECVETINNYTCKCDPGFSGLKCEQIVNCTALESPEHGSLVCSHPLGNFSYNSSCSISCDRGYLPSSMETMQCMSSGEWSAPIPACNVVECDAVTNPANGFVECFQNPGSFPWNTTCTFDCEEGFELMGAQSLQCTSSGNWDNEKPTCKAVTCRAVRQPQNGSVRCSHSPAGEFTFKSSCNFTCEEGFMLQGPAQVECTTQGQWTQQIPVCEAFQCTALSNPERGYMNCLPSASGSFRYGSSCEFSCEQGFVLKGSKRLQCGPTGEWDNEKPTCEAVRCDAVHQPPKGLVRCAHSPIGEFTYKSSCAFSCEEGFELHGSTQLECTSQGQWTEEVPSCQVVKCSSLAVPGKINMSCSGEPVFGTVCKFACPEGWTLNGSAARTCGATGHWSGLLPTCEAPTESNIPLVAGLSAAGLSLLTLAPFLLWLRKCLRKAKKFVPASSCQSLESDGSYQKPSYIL
#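 Test system: HUVEC; input: 3,000 HUVEC/well; measured by: immunofluorescence imaging; read-out: % PE-positive cells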
# esBAF inh: Bmi1 luciferase reporter increase in mESCs, primary screen, esBAF inhibitor project, mouse ES cells, Bmi1 luciferase knock-in, single point | 24 h; 100% = twice the neutral-well signal | reporter increase, % at 12.5 µM | 2% of 350,000 active | AID 602393, 2012; in the data active means activation above about 40%; inconclusive means no clear call, values can overlap the other calls;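 further: 0% = median of the plate's neutral control wells and 100% = double that signal; a rise in the Bmi1 reporter signal indicates esBAF inhibition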
# FN deposit inh: inhibitors of fibronectin matrix deposition, primary screen, AH1F cells, Alexa488-fibronectin fluorescence, plate reader; AH1F fibroblasts, overnight; inhibition, % at 12.6 µM; 0.086% of 350,000 active;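 active means mean inhibition across replicates of 30% or more, regardless of how many single replicates reach that level; inconclusive means mean under 30% yet at least half of replicates reach 30%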;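 further: positive control wells lacked labelled fibronectin entirely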
#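 Material – AH1F fibroblast monolayer, labelled fibronectin deposition · Reagent – labelled fibronectin 24 nM · Timing – 1 h adhesion, overnight exposure · Measured by – fluorescence at 485 nm excitation, 525 nm emission · Read-out – inhibition of fibronectin deposition signal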
# RAD54 branch: inhibitors of human RAD54 branch migration, primary screen, biochemical, fluorescence, single point; DNA repair and recombination protein RAD54-like (Homo sapiens), Q92698; RAD54 Holliday junction branch migration, FAM/BHQ fluorescence; inhibition, % at 10.4 µM; 0.14% of 360,000 active; AID 602329, 2012;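 active means mean normalized replicate activity at least 40 and at least half of replicates scoring 40 or more; inconclusive means only one of the two criteria met; inactive means mean below 40 and under half of replicates reaching 40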;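 further: 0% = median of neutral control wells and 100% = median of positive control wells; inhibitors cause a drop in the FAM fluorescence signal; in these data hits start at about 50%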
# EWS-Fli block: EWS/Fli-driven NR0B1 reporter inhibitors, primary screen, A673 cells, NR0B1 luciferase, luminescence, MLPCN library | AID 651661, 2012 | viability-normalised | inhibition, % at 12.6 µM | 0.67% of 350,000 active;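 active means mean inhibition of at least 50% after viability correction, with every replicate also passing that limit; inconclusive means mean reaches 50% but only one of two replicates passes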;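 further: firefly luciferase signal divided by Alamar Blue viability fluorescence both relative to DMSO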
# RAD52 inh: RAD52 DNA annealing inhibitors, primary screen, biochemical, FRET, single point, set 2. recombinant RAD52 DNA annealing, FRET fluorescence. inhibition, % at 18.7 µM. 0.46% of 360,000 active;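 active means every replicate showing at least 50% inhibition; inconclusive means mean inhibition at least 50% but not in every replicate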
# Target sequence (P43351 whole entry, looked up): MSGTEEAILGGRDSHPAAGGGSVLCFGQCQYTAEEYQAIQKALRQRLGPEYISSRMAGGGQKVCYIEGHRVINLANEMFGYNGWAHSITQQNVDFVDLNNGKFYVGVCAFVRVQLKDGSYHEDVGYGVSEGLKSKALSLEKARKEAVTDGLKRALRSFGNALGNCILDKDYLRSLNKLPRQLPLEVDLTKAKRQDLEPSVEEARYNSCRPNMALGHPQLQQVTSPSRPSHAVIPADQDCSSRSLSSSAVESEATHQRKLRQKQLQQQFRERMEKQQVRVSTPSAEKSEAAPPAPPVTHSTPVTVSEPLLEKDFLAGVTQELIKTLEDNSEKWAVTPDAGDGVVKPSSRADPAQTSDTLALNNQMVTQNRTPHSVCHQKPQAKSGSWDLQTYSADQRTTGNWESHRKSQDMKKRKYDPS
# Numbers without * were called inactive; ? = inconclusive; · = no result given.
SMILES,Xi reactivation,S100A4 MyoIIA,E-selectin induc,esBAF inh,FN deposit inh,RAD54 branch,EWS-Fli block,RAD52 inh
COc1cc(Nc2ncnc(N)n2)cc(OC)c1OC,-0.2,-6.5,·,·,-2.8,·,-4.3,0.2
Cc1cc(C)nc(SCC(=O)Nc2ccc(S(=O)(=O)NC(C)(C)C)cc2)n1,·,1.3,·,16.9,·,-5.9,7.2,-7.2
O=C(NC1CCCCC1)c1cc(-n2cnnc2)ccc1Cl,0.0,1.4,-0.4,-13.7,5.0,4.5,·,-6.5
C#CCn1c2ccccc2c(=O)n1C(C)CBr (stereo not given),0.1,-5.2,0.1,·,5.2,·,-3.7,-13.4
COc1ccccc1C1SCCN1S(=O)(=O)c1cccc(C(F)(F)F)c1 (stereo not given),·,2.0,·,-4.7,·,-2.4,16.5,-17.3
CC12CCC(C(=O)N(NC(=O)c3ccccc3Cl)C1=O)C2(C)C (stereo not given),0.1,-0.2,·,4.1,-3.5,1.3,-7.1,-8.6
CCC1Oc2ccc(C)cc2N(CC(=O)NCCCN2CCN(Cc3ccccc3)CC2)C1=O (stereo not given),·,10.1,·,6.5,·,2.7,7.1,-0.8
O=C(Cc1ccc(NS(=O)(=O)c2ccc(Cl)c(Cl)c2)cc1)NCCN1CCOCC1,0.2,-6.5,-0.2,-2.9,-2.0,-4.2,-1.2,-7.1
Cc1nnc(NC(=O)c2ccc(F)c(S(=O)(=O)N3CCCCC3)c2)s1,0.1,-1.4,0.4,1.1,·,-5.2,11.8,1.6
CC(=O)c1sc2c(c1N)c(=O)[nH]c(=O)n2-c1ccccc1,0.3,-2.6,·,-1.2,-1.6,3.1,-1.7,-8.3
O=C(CC(c1ccccc1)c1ccccc1)Nc1ccc(C(=O)O)cc1,0.0,-2.8,·,6.3,3.1,-0.5,8.6,-13.4
[N-]=[N+]=Nc1ccccc1C[C@@]1(C(=O)NCc2ccccc2)N=C(c2ccc(OCCCO)cc2)O[C@@H]1c1ccccc1,·,4.5,·,·,·,-15.7,26.2,-6.8
COC(=O)CCC(=O)NNC(=O)CCC(=O)Nc1cccc(Cl)c1C,0.0,-5.5,·,·,2.7,·,7.2,-16.3
CCN(C(=O)CSc1nc2scc(-c3ccccc3)c2c(=O)n1C)C1CCS(=O)(=O)C1 (stereo not given),0.0,-3.3,·,-7.0,10.2,-2.4,1.4,-17.7
C[C@H](NC(=O)C[C@H]1C[C@@H]2c3cc(NC(=O)Nc4ccc(C(F)(F)F)cc4)ccc3O[C@@H]2[C@@H](CO)O1)c1ccccc1,-0.1,-1.4,0.2,4.9,·,13.8,8.6,9.3
COc1ccc2c3c([nH]c2c1)[C@@H](CO)N(C(=O)Nc1ccc(F)cc1)CC31CCN(C(=O)Nc2ccc3c(c2)OCO3)CC1,0.2,15.6,0.2,·,-5.0,·,-4.2,4.6
Cc1cc(-c2ccccc2)n2ncc(-c3ccccc3)c2n1,0.2,-1.7,·,·,1.7,·,37.7,-13.4
CCc1ccc2c(c1)NC(=O)C2(C)Cc1ccccc1Cl (stereo not given),0.1,2.4,0.4,-3.0,-10.8,1.0,-6.4,-5.1
O=C(C[C@H]1C(=O)N(c2ccccc2)C[C@@H]1Cc1ccccc1)Nc1ccc(Br)cc1,0.1,0.1,-1.0,6.9,2.6,1.6,15.9,-0.9
C[C@H](CO)N1C[C@H](C)[C@H](CN(C)C(=O)Nc2ccc(C(F)(F)F)cc2)Oc2ccc(NC(=O)Nc3ccccc3)cc2C1=O,0.2,-7.1,0.8,3.4,·,-3.6,6.1,-5.4
CCN(C(=O)c1cn(C)c(=O)c2ccccc12)c1ccccc1F,0.3,-2.6,-0.1,0.7,-3.7,-5.2,6.8,-4.6
O=C(NCCc1ccccc1)C(=O)c1c[nH]c2ccccc12,0.1,-11.9,·,?,-3.0,1.6,-79.0,6.2
COc1ccc(N(CCCN2C(=O)c3cccc4cccc(c34)C2=O)C(=O)c2cccs2)cc1,0.0,5.1,·,·,-5.4,-14.2,17.2,-9.9
COc1cccc(C(=O)OCC(=O)c2ccc(S(=O)(=O)N3CCCCC3)cc2)c1OC,0.7,-8.3,0.1,1.1,6.1,8.9,0.7,-8.7
O=C(Nc1ccc(F)cc1)N[C@@H]1CC[C@@H](CCn2cc(-c3ccc(F)cc3)nn2)O[C@H]1CO,-0.4,2.7,0.2,24.1,·,-5.2,-29.7,11.7
CC(Sc1nnnn1-c1ccccc1)C(=O)NC1CCCC1 (stereo not given),0.1,-4.1,·,3.5,3.5,13.2,-14.6,-9.7
O=C(Nc1c(C(=O)N2CCCCC2)cnn1-c1ccccc1)c1ccco1,·,-3.2,·,-3.0,·,4.5,-4.4,-7.9
N#C[C@H]1[C@H](c2ccc(C#CC3CCCCC3)cc2)[C@H](CO)N1C(=O)Nc1ccc(F)cc1,0.2,26.5,-0.6,·,-9.3,·,12.0,-22.3
CS(=O)(=O)c1ccc(Cl)c(NC(=O)COC(=O)c2c(Cl)cccc2Cl)c1,0.0,1.2,0.5,12.3,-3.1,-7.1,2.1,-13.7
Cc1cccc(NC(=O)CNC(=O)c2ccco2)n1,0.0,1.3,·,1.6,-0.8,3.1,-11.9,-18.0
COC(=O)c1cc(CNC(=O)c2ccc(S(=O)(=O)N(C)c3ccccc3)cc2)ccc1OC,-0.1,-3.9,·,-4.6,-6.3,18.5,4.3,-16.7
Nc1ccc(S(=O)(=O)NCc2ccccn2)cc1,0.5,-6.8,·,-3.0,-0.3,-8.5,-5.3,-12.1
CC(=O)Nc1ccc(NC(=O)N2CCOCC2)cc1,1.2,7.4,0.0,-1.0,-1.5,-16.1,-3.4,-4.3
CCCCSc1nc2c(c(=O)[nH]1)CCC2,·,-3.1,·,2.7,·,-24.6,13.8,-7.5
Cc1nn(-c2ccccc2)c(C)c1NC(=O)COC(=O)c1ccccc1OC(F)F,-0.1,-2.0,-0.1,-5.4,7.6,-5.6,-4.6,-9.0
CO[C@@H]1CN(C)C(=O)c2cc(NC(=O)C3CCCC3)ccc2OC[C@@H](C)N(Cc2ccc(F)cc2)C[C@H]1C,0.5,·,0.0,8.4,4.9,-4.7,-6.4,·

# Ordered by the number under RAD52 inh (low to high): some entries from above.
Compound	S100A4 MyoIIA	esBAF inh	RAD52 inh
CS(=O)(=O)c1ccc(Cl)c(NC(=O)COC(=O)c2c(Cl)cccc2Cl)c1	1.2	12.3	-13.7
CC(Sc1nnnn1-c1ccccc1)C(=O)NC1CCCC1 (stereo not given)	-4.1	3.5	-9.7
O=C(Nc1c(C(=O)N2CCCCC2)cnn1-c1ccccc1)c1ccco1	-3.2	-3.0	-7.9

# Following part.
SMILES,Xi reactivation,S100A4 MyoIIA,E-selectin induc,esBAF inh,FN deposit inh,RAD54 branch,EWS-Fli block,RAD52 inh
COc1ccc(C(=O)N/N=C(/C)c2cccc(NC(=O)c3ccncc3)c2)cc1OC,0.2,1.3,·,6.6,4.3,0.1,-3.5,-10.9
CC(C)NC(=O)N[C@@H]1CC[C@H](CCn2cc(-c3ccccc3)nn2)O[C@@H]1CO,-0.2,1.2,-0.7,2.9,-4.4,-3.4,1.9,19.4
Cn1nc(C(=O)Nc2cccnc2)c2ccccc2c1=O,·,·,-0.9,-2.6,-0.6,12.0,·,·
O=C(NCC[C@H]1CC[C@@H](NS(=O)(=O)c2ccc(F)cc2)[C@H](CO)O1)Nc1ccc(F)cc1,0.2,-6.7,-0.3,6.0,-32.7,7.4,-15.2,29.4
Cc1cc(C(=O)OCC(=O)Nc2ccc(F)c(F)c2F)c(C)o1,0.0,17.5,·,·,·,·,-2.9,-4.2
CCC(=O)N1CC2(C1)CN(C(=O)Nc1ccccc1F)[C@@H](CO)c1[nH]c3cc(OC)ccc3c12,0.0,-3.1,-0.4,·,·,·,9.8,13.6
CCC(=O)N[C@H]1C=C[C@@H](CC(=O)NCc2ccc(OC)cc2)O[C@@H]1CO,0.1,-3.9,0.3,1.4,-2.6,3.3,7.5,-10.1
C[C@@H]1CCCCO[C@H](CN(C)S(C)(=O)=O)[C@@H](C)CN([C@@H](C)CO)C(=O)c2cc(NC(=O)c3ccncc3)ccc2O1,-0.8,·,0.2,-6.0,·,0.9,-18.2,·
CN(C(=O)COC(=O)CSc1ccccc1)c1c(N)n(Cc2ccccc2)c(=O)[nH]c1=O,0.1,-6.2,1.0,4.4,3.2,1.5,-1.9,-7.0
COCCCN1CC(=O)N2C(c3ccccc3)c3[nH]c4ccccc4c3C[C@H]2C1=O (stereo not given in full),0.1,0.7,·,7.1,-1.6,-12.8,11.2,-12.5
Cc1ccc(Cc2c(-c3ccc(C#N)cc3)nc3ccc(C)cn23)cc1,0.1,-0.1,-2.0,·,·,·,-70.5,-65.6
Cc1cccc(NC(=O)CSCC(=O)Nc2cccc(S(=O)(=O)N3CCCCCC3)c2)c1,0.1,-11.7,-1.3,·,-6.1,·,13.3,-10.2
COc1ccc(C(C(=O)Nc2ccc(F)cc2)N2CCN(c3ccncc3)CC2)cc1 (stereo not given),0.0,-5.9,1.7,·,1.3,·,-1.7,-0.3
Cc1cccc(C2c3[nH]c4ccccc4c3CCN2C(=O)c2cc(CC(C)C)nc(C)n2)n1 (stereo not given),0.1,1.6,·,0.4,4.6,·,11.5,-9.2
COc1ccc2nc(C3CCCCC3)c3c(c2c1)CCC3,0.2,7.8,0.2,11.4,1.1,-6.6,1.0,-5.9
Cc1c(NC(=O)c2cccc(NC(=O)Cc3ccccc3Cl)c2)c(=O)n(-c2ccccc2)n1C,0.3,-1.2,7.4,1.4,-7.1,-3.5,4.6,-5.8
COCC#Cc1ccc([C@@H]2[C@@H](CO)N3CCCCN(C(=O)COC)C[C@H]23)cc1,0.0,-8.8,0.1,·,·,-2.4,-10.5,-1.8
CCCC#Cc1ccc([C@@H]2[C@@H](CO)N3C(=O)CN(C(=O)c4ccncc4)C[C@@H]23)cc1,-0.1,0.6,1.5,·,·,·,-12.2,-17.8
CCOC(=O)c1ccc(NC(=O)CCN2C(=O)C3CC=CCC3C2=O)cc1 (stereo not given),0.1,1.0,·,-2.4,-4.0,-14.0,1.6,1.0
COc1ccc2[nH]c3c(c2c1)CCn1c-3nc2ccccc2c1=O,·,-7.9,·,-13.7,-5.0,17.5,·,·
O=C(O)c1ccc(Cl)c(S(=O)(=O)NC(Cc2ccccc2)C(=O)O)c1 (stereo not given),0.2,0.5,1.6,1.7,7.5,-6.2,4.6,-17.1

# Assay outcomes: PubChem BioAssay, Broad Institute
